BH1578 lux ind: induces V. cholerae light production without autoinducers; V. cholerae BH1578 lux reporter, luminescence, 6 h; activation, % at 18.7 µM; 0.16% of 350,000 active; in the data active = activation mostly above about 9.7%, no sharp cut-off; inconclusive = no clear call, values can overlap the other calls; inactive = mostly below about 3.7%; note: not every result past the cut was called active; inactives centre near 0; reference of the scale not given here
TcdB GH inh: inhibitors of Clostridioides difficile toxin B glycohydrolase | P18177 | TcdB glycohydrolase enzymatic assay, plate reader | inhibition, % at 9.99 µM | 0.24% of 350,000 active; in the data active = inhibition above about 10%
SARS 3CLpro inh: SARS-CoV 3CLpro protease inhibition | P0C6X7 | recombinant SARS-CoV 3CLpro, quenched FRET peptide cleavage | inhibition, % at 6 µM | AID 1706 | 0.14% of 290,000 active; in the data active = inhibition above about 12%
Anthrax LF inh2: blocks Bacillus anthracis lethal factor protease; inhibition, % at 10 µM; AID 588501; P15917; 0.12% of 360,000 active; multiplex microsphere protease cleavage assay, LF; note: plate controls were buffer without enzyme for full effect and enzyme alone for no effect
Target sequence (P15917 whole entry, looked up): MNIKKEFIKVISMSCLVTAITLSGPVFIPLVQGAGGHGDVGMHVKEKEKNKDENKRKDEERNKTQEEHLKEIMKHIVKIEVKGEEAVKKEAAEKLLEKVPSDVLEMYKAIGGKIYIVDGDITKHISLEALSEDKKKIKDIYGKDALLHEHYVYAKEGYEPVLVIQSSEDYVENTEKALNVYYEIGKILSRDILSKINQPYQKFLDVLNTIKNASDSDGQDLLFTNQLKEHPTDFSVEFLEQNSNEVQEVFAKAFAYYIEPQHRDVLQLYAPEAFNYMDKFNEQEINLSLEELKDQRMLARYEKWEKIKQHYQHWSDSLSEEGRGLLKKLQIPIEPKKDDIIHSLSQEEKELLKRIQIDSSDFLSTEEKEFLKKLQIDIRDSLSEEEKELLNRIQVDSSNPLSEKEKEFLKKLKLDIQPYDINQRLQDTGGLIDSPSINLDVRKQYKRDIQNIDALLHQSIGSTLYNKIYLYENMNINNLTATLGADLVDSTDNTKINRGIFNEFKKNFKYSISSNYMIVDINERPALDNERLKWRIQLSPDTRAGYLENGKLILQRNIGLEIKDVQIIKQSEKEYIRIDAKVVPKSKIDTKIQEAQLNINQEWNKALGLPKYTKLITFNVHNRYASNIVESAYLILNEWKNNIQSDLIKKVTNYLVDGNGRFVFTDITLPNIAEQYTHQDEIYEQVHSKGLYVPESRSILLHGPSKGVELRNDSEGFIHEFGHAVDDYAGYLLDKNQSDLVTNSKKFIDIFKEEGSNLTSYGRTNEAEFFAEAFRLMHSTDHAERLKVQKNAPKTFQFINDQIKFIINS
SSB-PriA inh: blocks PriA binding to SSB C-terminal tail; AID 1272365; 0.6% of 430,000 active; AlphaScreen SSBct-PriA binding, biotinylated peptide; inhibition, % at 33 µM; in the data active = inhibition mostly above about 37%, no sharp cut-off; inactive = mostly below about 20%;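 note: plate controls were negative control peptide for no effect and reference peptide for full effect; strong numbers were not always called active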
PfHsp40 rescue: restores yeast growth despite PfHsp40 toxicity; 0.68% of 340,000 active; AID 504582; growth rescue, % at 12.5 µM; S. cerevisiae expressing PfHsp40, growth rescue, ATP luminescence; in the data active = growth rescue above about 28%, passing the limit was not always enough; inconclusive = no clear call, values can overlap the other calls;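 note: yeast W303a lacking pdr1 and pdr3 grown in galactose medium; growth measured after three days at 30 °C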
CCHF vOTU inh: CCHFV vOTU protease inhibition | Pep-AMC fluorescence | inhibition, % at 11.5 µM | 0.55% of 370,000 active; in the data active = inhibition above about 30%; note: 0% = vehicle wells with enzyme and 100% = no enzyme wells
BoNT A protease: inhibitors of Botulinum neurotoxin A light chain protease. multiplex microsphere protease substrate cleavage, flow cytometry. inhibition, % at 10 µM. 0.17% of 360,000 active; note: plate controls were buffer without enzyme for full effect and enzyme alone for no effect
DUSP3 inh: inhibitors of human VHR1 phosphatase (DUSP3). P51452. recombinant VHR phosphatase, pNPP absorbance. inhibition, % at 13.3 µM. 0.52% of 290,000 active. AID 1654; in the data active = inhibition above about 50%; note: some compounds called inactive have numbers as strong as hits
Target sequence (P51452 whole entry, looked up): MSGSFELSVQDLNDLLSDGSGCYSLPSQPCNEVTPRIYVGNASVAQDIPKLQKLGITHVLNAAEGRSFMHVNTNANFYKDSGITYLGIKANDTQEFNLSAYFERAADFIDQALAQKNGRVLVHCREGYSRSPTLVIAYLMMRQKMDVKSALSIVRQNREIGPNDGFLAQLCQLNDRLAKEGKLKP
Y pestis TopoI: blocks Yersinia pestis topoisomerase I activity; 0.064% of 360,000 active; activity, % at 10 µM; Y. pestis Topo-I cleavage product accumulation, plate reader; in the data active = activity above about 50%, passing the limit was not always enough; inconclusive = no clear call, values can overlap the other calls; note: inactives centre near 2
* marks the source's active call; other numbers are inactive results; i = inactive; ? = inconclusive; . = no result given; & = joins results of further samples. Cut-off read from the data, not from the text of the source, unless noted: active = inhibition above about 30%; inconclusive = no clear call, values can overlap the other calls; inactive = below that.

SMILES	BH1578 lux ind	TcdB GH inh	SARS 3CLpro inh	Anthrax LF inh2	SSB-PriA inh	PfHsp40 rescue	CCHF vOTU inh	BoNT A protease	DUSP3 inh	Y pestis TopoI
S=c1nc(-c2ccccc2)n(CCCN2CCOCC2)c2c1CCCC2	-7.1	.	2	0	0	-0.5	-10	0.7	26	9
COC(=O)Nc1ccc(S(=O)(=O)Nc2ccccc2F)cc1	-5.6	.	3	2	-2	-0.7	7	1.4	24	1
COc1ccc(-c2[nH]ncc2CN(C)Cc2cccnc2)c(F)c1	i	0.5	2	0	10	-0.7	-4	0.8	-1	-1
O=C(Nc1ccc(C(=O)O)cc1)/C(=C\c1ccco1)NC(=O)c1ccc(Br)cc1	i	0.1	.	-1	.	.	16	-0.3	.	4
CCCNc1nc(C)cc(-c2cc(-c3ccccc3)on2)n1	i	1.4	.	-7	-10	0.8	-3	-0.1	-8	25
Cc1cc(C)c(OCC(=O)OCC(=O)N2c3ccccc3CC2C)c(C)c1 (stereo not given)	-0.7	-0.8	.	0	-19	3.9	4	0.8	.	13
CCSC1=NCCN1S(=O)(=O)c1ccc(Cl)cc1	-0.2	1.1	1	-4	-16	-1.6	9	-0.2	10	0
O=C(NC(c1cccnc1)C(F)(F)F)c1cc(COc2ccc3c(c2)CCCC3)on1 (stereo not given)	-5.1	1.0	1	0	-1	1.9	20	-2.5	21	33
Cc1ccc(C(CNC(=O)c2ccco2)N2CCN(C)CC2)cc1 (stereo not given)	-0.3	-2.1	.	.	-8	0.9	11	.	.	0
CC(C)N1C(=O)NC2(c3ccccc3)N(C)C(=O)N(C)C12c1ccccc1 (stereo not given)	2.0	.	-5	0	5	0.6	-12	-1.4	26	4
CCOC(=O)CNC(=O)CSP(=S)(OCC)OCC	i	.	-3	-1	-1	-2.1	-1	2.0	-8	35
CN(C)c1ccc(C2CC(c3cccc(NS(C)(=O)=O)c3)=NN2C(=O)c2ccccc2)cc1 (stereo not given)	-0.2	0.3	3	-11	30	-1.5	10	-0.8	22	-14
CCN1CCN(C(=O)c2ccc(CNS(=O)(=O)c3cccc(OC)c3)cc2)CC1	-1.4	1.9	-4	2	-10	-0.6	-2	2.6	4	-5
Cc1cccc2cc(C#N)c(NCCNC(=S)NCCCN3CCOCC3)nc12	0.0	.	2	2	-11	-0.2	-25	3.5	-8	0
COc1cc(OC)nc(Oc2ccc(NC(C)=O)cc2)n1	-0.1	1.1	1	1	1	-0.8	-4	0.5	6	-6
COCC(=O)N(Cc1cc2cc(C)ccc2[nH]c1=O)c1cccc(C)c1C	-0.4	2.3	-2	-1	-10	-1.2	-7	-1.0	15	0
CN(C)CCNC(=S)Nc1ccc(Cl)cc1	-5.0	.	-4	1	-2	1.8	13	0.2	6	2
O/N=C(\c1ccccn1)C1CC1c1ccccc1 (stereo not given)	-0.6	1.0	-1	10	.	3.4	15	0.0	22	4
CCCCC(=O)NNC(=S)NC(=O)c1cccc([N+](=O)[O-])c1	i	.	4	0	-4	-0.3	5	0.3	-3	-12
CC(C)(C)c1cn(-c2ccc(Cl)cc2)c(=S)[nH]1	0.1	.	-2	-1	1	-0.9	-2	1.8	6	0
Cn1[nH]c(C(F)(F)F)c(C=Nc2ccc(Cl)cc2)c1=O	-5.6	2.0	0	0	0	-1.1	2	-0.3	13	-2
CCn1c(=O)c(C(=O)CN(C)Cc2ccc(F)cc2)c(N)n(Cc2ccccc2)c1=O	0.1	0.0	4	-10	1	0.1	-7	-0.6	30	-10
COc1cc(CNC(=O)C2CCC(=O)N(C3CCCCCC3)C2)cc(OC)c1 (stereo not given)	1.3	-1.3	3	-4	2	-0.2	14	-0.7	24	9
COc1ccccc1N(C)S(=O)(=O)c1ccc(Cl)c(C(=O)Nc2ccncc2)c1	-0.3	-0.1	.	.	0	-0.4	-10	.	.	0
CCOC(=O)C1=C(C)N=c2s/c(=C\c3ccc(OCC(=O)O)cc3)c(=O)n2C1c1ccc(OC(C)C)cc1 (stereo not given)	-0.3	.	5	3	.	4.9	13	1.7	8	28
CCN(CC)CCn1c2ccccc2c2cnc(N=CN(C)C)c(C#N)c21	.	.	1	-2	5	0.8	9	-0.5	12	1
O=C(c1ccco1)N1CCN(c2cc(=O)n(-c3ccc(Cl)cc3)c(=O)[nH]2)CC1	-0.1	2.7	-3	-8	-15	-0.4	-6	-0.2	24	0
CC(NC(=O)CN(C)Cc1cccc(Cl)c1)c1ccccc1 (stereo not given)	2.8	1.0	-3	-4	-11	-0.7	13	-0.4	2	9
CC(C)(OC(=O)c1ccc(C#N)cc1)c1cc2ccccc2c(=O)o1	-0.3	0.1	.	-2	-16	-0.2	-2	-0.1	.	0
Cc1nnc(SCC(=O)NC2CCCCCC2)n1C(C)C	-1.4	1.2	2	2	-9	-0.7	-6	3.5	8	3
COc1ccc(NC(=O)CCCn2c(=O)c3sccc3n(Cc3ccccc3)c2=O)cc1	-0.2	0.8	-1	-2	10	-1.0	-10	0.2	-4	14
CCCCOC(=O)Nc1ccc(S(=O)(=O)Nc2ncccn2)cc1	-0.4	-0.5	0	1	-3	-0.6	0	-0.4	12	6
COCCCNC(=O)c1c(N)n(-c2ccccc2)c2nc3ccccc3nc12	1.4	1.4	1	2	-6	.	-247	1.8	9	12
CCCc1nc2ccccc2c(=O)n1N	-1.3	.	4	-1	-11	-0.9	6	0.4	24	1
Cc1cc(NC(=O)C2C3C(=O)N(Cc4ccc(Cl)cc4)C(C(=O)NC4CCCCC4)C34C=CC2(C)O4)no1 (stereo not given)	-0.4	.	-2	-4	9	-0.8	3	0.0	35	-6
Cc1ccc(C(=O)Nc2ccc3c(c2)OCO3)o1	i	.	2	-1	-6	-0.5	7	-0.1	-2	5
CSc1ccc(/C=N/NC(=O)CN2CCN(Cc3ccccc3Cl)CC2)cc1	i	.	0	0	.	-1.8	0	0.1	5	14
O=C(/C=C/c1ccccc1Cl)Nc1ccccc1	-0.6	1.6	2	?	-13	-0.6	15	1.0	-6	-1
Cc1ccc(C)c(S(=O)(=O)NCc2ccc(C(=O)N3CCN(c4ccccc4)CC3)cc2)c1	i	0.4	4	2	4&6	0.2	19	1.8	6	18
N#Cc1cc(NCC2CCCO2)c([N+](=O)[O-])cc1C#N (stereo not given)	i	.	2	1	3	-1.9	10	-0.5	-2	1
Cc1ccccc1CN1C[C@@H]2C[C@@H](c3cn[nH]c3-c3ccccc3)N3CCC[C@@]23C1=O	-0.2	0.6	-1	4	-3	-0.4	-7	-0.5	22	19
O=C(NC1CCCC1)C(c1ccc(F)cc1)N(C(=O)c1csnn1)c1ccccc1 (stereo not given)	-0.3	0.1	3	-2	-3	-0.5	-3	0.1	17	9
Cc1ccccc1OCC(=O)Nc1ccc(N2CCN(S(C)(=O)=O)CC2)cc1	-7.1	.	-6	-2	-4	0.6	-18	0.2	-5	8
CCC(C)NCCOCCOc1ccc(C)cc1Br (stereo not given)	-0.2	.	0	-2	-9	1.5	-10	2.9	-8	1
O=C(c1ccc2c(c1)OCCO2)C1CCN(C(=O)Nc2ccc(F)cc2)CC1	-0.5	0.0	1	-2	0	1.5	0	-2.4	7	6
COCCn1c(=N)c(S(=O)(=O)c2ccc(F)cc2)cc2c(=O)n3ccccc3nc21	-0.9	0.5	-3	2	-8	1.1	-6	2.0	5	-7
Cn1c(=O)[nH]c(=O)c2c1nc(N1CCCCC1)n2CCCSc1nnnn1-c1ccccc1	1.3	1.6	-1	-1	7	0.9	-13	-0.3	1	2
CCCc1nc(SCC(=O)Nc2nnc(CC)s2)c2c(=O)n(C)c(=O)n(C)c2n1	-0.7	1.0	-1	-4	-2&-16	-0.4	16	0.4	4	3
O=C(NCc1cccc(C(F)(F)F)c1)C1CCCN(c2cnccn2)C1 (stereo not given)	-0.4	2.3	1	-1	0	-0.9	1	-1.5	-3	2
O=C(Nc1ccnn1C1CCN(C(=O)c2ccc(Cl)cc2)CC1)C1CC1	-2.0	1.1	-3	-2	-7	-1.9	-5	2.7	20	7

More structures.
SMILES	BH1578 lux ind	TcdB GH inh	SARS 3CLpro inh	Anthrax LF inh2	SSB-PriA inh	PfHsp40 rescue	CCHF vOTU inh	BoNT A protease	DUSP3 inh	Y pestis TopoI
O=C(CSc1ccc(-c2ccc(F)cc2)nn1)N1CCOCC1	-0.6	3.3	1	-5	1	-1.1	2	0.3	-4	6
CCOC(=O)C1CCN(C(=S)Nc2ccc(CC)cc2)CC1	i	-3.0	5	-2	10	0.1	10	0.3	12	2
O=C(CCN1C(=O)c2ccccc2S1(=O)=O)Nc1ccc(Cl)cc1	0.7	0.4	-1	-1	8	1.5	-4	-0.9	1	2
O=C(Nc1cccc(Cl)c1)c1ccc2sc([C@@H]3O[C@H](CO)[C@H](O)[C@H](O)[C@H]3O)nc2c1	1.6	0.9	.	-3	.	.	3	-0.2	.	-7
CN1CCN(c2ccncc2S(=O)(=O)N2CCCC2)CC1	i	-0.9	.	-8	.	.	-8	0.2	.	-6
COc1ccc(OC)c(NC(=O)CN2C(=O)COc3ccc(C)cc32)c1	-0.5	0.5	-6	-6	13	-0.4	7	1.4	6	-6
COc1ccc(C)cc1NC(=O)C(OC(=O)c1cccc(S(=O)(=O)N(C)c2ccccc2)c1)c1ccccc1 (stereo not given)	-0.4	.	4	2	-14	-0.1	-4	-0.3	-4	3
CCC1(CC)C(=O)NC(=O)N(CCc2ccccn2)C1=O	.	0.3	.	-5	1	-2.6	-15	0.1	.	8
O=C(c1ccc(Cl)cc1)N1CCCC(C(=O)N2CCCCC2)C1 (stereo not given)	-0.4	-0.5	-2	3	-2	-1.2	-2	-1.6	5	0
Fc1ccc(CSc2nc3ncccc3[nH]2)cc1	-0.7	.	-5	-2	-5	-0.8	3	-0.4	21	2
Cn1c(C(=O)NCCCN2CCCCC2)cc2sccc21	i	.	0	-4	-2	0.8	-5	0.3	24	1
CC1(C)OC(=O)N(CC(=O)Nc2cccc(C(F)(F)F)c2)C1(C)O (stereo not given)	i	2.5	0	-3	-12	-0.9	5	-0.9	-16	6
Cn1cc(/C=N\NC(=O)c2cccs2)c2ccccc21	-0.1	0.2	0	-1	.	-1.1	17	-0.1	19	-5
Cc1n[nH]c(=O)nc1NCCN(C)C	.	.	1	4	-17	0.4	10	0.4	-4	-3
COc1ccc(C(=O)NNC(=O)CSc2nnc(COc3ccccc3OC)n2C)cc1	-0.9	.	2	-1	-8	-0.2	-30	-0.4	1	-1
CCOC(=O)C1(C)CCCN1C(=O)c1c(F)cccc1F (stereo not given)	0.0	-0.6	.	-8	.	.	2	-0.1	.	7
CCOC(=O)c1c(NC(=O)Cn2nc(C(F)F)cc2C(F)F)sc(C)c1C	-6.2	.	-1	-5	-20	0.3	22	0.3	-31	34
CN(C)c1ccc(N=Cc2nc(-c3ccccc3)oc2OC(=O)c2cccc(Br)c2)cc1	-0.6	.	-2	-1	17	1.3	-6	0.8	-7	-1
CCOC(=O)[C@]12CCCC=C1N(Cc1ccc(Cl)cc1Cl)C(=O)[C@H](CC(=O)NCc1cccs1)C2	.	0.0	.	3	.	.	22	-0.1	.	.

Screening results from PubChem.

A portion of the library; rates above refer to the full screens.
